CRFBP-R2 agonist = agonists of human CRF-binding protein/CRF-R2 receptor complex. 350,000 compounds, 0.46% hits. HEK293 CRF-R2/CRF-BP, calcium dye fluorescence (FLIPR); percent of saturating CRF peptide response. activation, % at 13.2 µM;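 active = activation of at least 50%, plus an integration ratio under a set limit after plate pattern correction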;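 also: plate controls were neutral control wells without compound for no effect and CRF at EC100 for full effect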
UBC9 SUMO inh = blocks human SUMOylation mediated by UBC9. P63279. HTRF SUMOylation assay, SAE1/SAE2 + UBC9, in vitro. inhibition, % at 35 µM. 290,000 compounds, 0.36% hits. AID 2006; in the data active = inhibition above about 50%, passing the limit was not always enough; also: strong numbers were not always called active
Target sequence (P63279 whole entry, looked up): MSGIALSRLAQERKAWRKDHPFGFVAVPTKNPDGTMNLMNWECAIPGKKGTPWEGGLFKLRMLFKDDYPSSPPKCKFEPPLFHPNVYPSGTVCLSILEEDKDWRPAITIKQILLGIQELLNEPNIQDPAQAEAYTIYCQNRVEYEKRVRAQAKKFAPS
MEKK3 PB1 HTS = modulators (inhibitors or enhancers) of MEK5 binding to human MEKK3 PB1 domain; Q99759; bead-based flow cytometry, Alexa488-MEK5 binding to MEKK3; actives lie on both sides; 0 = blocked by unlabeled MEK5, 100 = vehicle; binding response (% of control), % at 10 µM; 290,000 compounds, 1.4% hits; AID 1529;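 active = binding response more than 3 SD above or below the average of its plate-row segment, actives on both sides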;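 also: Alexa488 bead fluorescence after subtracting the streptavidin-only scavenger bead signal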
MEKK2wt PB1 HTS = raises or lowers MEK5 binding to wildtype human MEKK2 PB1 domain | binding response (% of control), % at 10 µM | 290,000 compounds, 1.1% hits | bead flow cytometry, Alexa488-MEK5 binding to MEKK2 WT; actives lie on both sides; in the data active = binding response below about 67% or above about 130%
CRFBP-R2 block = blocks CRF-induced signaling of the CRF-BP/CRF-R2 complex; HEK293 CRF-R2/CRF-BP, CRF-induced calcium fluorescence; 350,000 compounds, 0.59% hits; inhibition, % at 11.8 µM;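 active = inhibition of the ligand-induced calcium signal above about 50% at the single tested concentration, limit read from the data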
GalR3 antagonist = human GalR3 antagonism. O60755. AID 651719. inhibition, % at 3 µM. 360,000 compounds, 0.44% hits. HEK293 GalR3-CNG cAMP membrane potential fluorescence; galR3 body fused to GalR1 C-terminus;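 active = inhibition above the screen-wide average plus 3 SD, cut at about 13% in these data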;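 also: forskolin and galanin both at EC90 stimulate the cells; cAMP rise reported by CNG channel membrane potential dye signal; 0% = forskolin plus galanin with DMSO and 100% = forskolin alone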
Target sequence (O60755 1-299 limits assumed): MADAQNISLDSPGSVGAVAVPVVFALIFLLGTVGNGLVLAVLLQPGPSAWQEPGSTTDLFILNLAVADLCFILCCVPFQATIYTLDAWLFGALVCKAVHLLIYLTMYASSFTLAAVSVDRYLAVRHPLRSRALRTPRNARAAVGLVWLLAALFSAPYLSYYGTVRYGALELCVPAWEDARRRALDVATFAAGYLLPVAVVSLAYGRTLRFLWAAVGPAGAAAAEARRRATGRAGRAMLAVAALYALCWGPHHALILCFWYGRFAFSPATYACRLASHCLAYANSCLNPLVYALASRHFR
FID counter = counter-screen for HCV NS3 helicase inhibitors: DNA intercalator displacement. DNA fluorescent intercalator displacement, fluorescence. inhibition, % at 7.9 µM. 290,000 compounds, 0.17% hits; in the data active = inhibition above about 37%;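 also: 0% = vehicle and 100% = reference compound; higher means more ethidium bromide displaced from hairpin DNA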
MEKK2 mut-MEK5 = signal of MEK5 binding to mutant human MEKK2 PB1 domain; percent response, % at 10 µM; 290,000 compounds, 0.35% hits; bead flow cytometry, Alexa488-MEK5 binding to MEKK2 mutant; in the data active = percent response above about 24%, passing the limit was not always enough; also: inactives centre near 1; some results filed as inactive read as strong as hits
NS3 helicase inh = inhibitors of Hepatitis C virus NS3 helicase | NS3 helicase DNA unwinding, Cy5 molecular beacon fluorescence | inhibition, % at 10.9 µM | 290,000 compounds, 0.56% hits | AID 1800;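 active = inhibition above the mean of all tested compounds plus 3 SD, set per campaign, cut at about 35% in these data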;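 also: 0% = DMSO wells and 100% = thioflavine S control wells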
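Compound dosing – single dose, 10.9 µM nominal final, DMSO 0.8% final · System – NS3 helicase fragment of HCV · Buffer or medium – MOPS pH 6.5, MgCl2, DTT, Tween20, BSA · Signal – Cy5 beacon fluorescence read at start and 1 h · Also added – annealed dual-labelled DNA beacon duplex, ATP-started · Schedule – 1 h at 25 °C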
* = called active by the depositor; . = not tested or not shown; [ ] = another dose, or the depositor's remark. The list is partial; the hit share may differ from the screen's.

#1 O=C(O)c1ccccc1/C=N/n1c(C2CCCCC2)n[nH]c1=S
#2 CC(=O)c1cccc(NC(=S)NNC(=O)c2ccc(C)c([N+](=O)[O-])c2)c1
#3 O=c1c2ccccc2c(C=Nc2ccc(O)cc2)c(O)n1-c1nccs1
#4 O=C(NCc1ccncc1)C1CCN(C(=O)c2cccc(Cl)c2)CC1
#5 Cc1cccc(CS(=O)(=O)Cc2ccc(C(=O)NCc3ccccc3)o2)c1
assay / entry,1,2,3,4,5
CRFBP-R2 agonist,1.0,-4.2,0.0,0.0,0.5
UBC9 SUMO inh,17,-54,14,4,13
MEKK3 PB1 HTS,101,99,106,104,101
MEKK2wt PB1 HTS,104,96,102,102,102
CRFBP-R2 block,-2,9,-1,9,1
GalR3 antagonist,-9,-3,.,-4,2
FID counter,-2,-9,-21,-3,-29
MEKK2 mut-MEK5,3,-1,-1,4,2
NS3 helicase inh,-1,4,-7,5,-5

#6 Cc1ccnc(SCc2cc(=O)c(OC(=O)c3ccc(Br)o3)co2)n1
#7 CCOc1cccc(C(=O)Nc2cccc(-c3nc4ncccc4o3)c2C)c1
#8 CC1C(=O)C(C)C(c2cc(Cl)ccc2O)NC1c1cc(Cl)ccc1O (stereo not drawn)
#9 COCc1cc(CN2CCN(CCc3ccccc3)C(CCO)C2)ccc1OC (stereo not drawn)
#10 COc1cc(OC)cc(C(=O)Nc2ccc(-c3nc4ccccc4o3)c(O)c2)c1
assay / entry,6,7,8,9,10
CRFBP-R2 agonist,-1.0,1.3,2.9,0.9,1.8
UBC9 SUMO inh,11,0,-7,7,38
MEKK3 PB1 HTS,97,111,102,101,107
MEKK2wt PB1 HTS,104,118,94,105,100
CRFBP-R2 block,7,1,-24,-8,-24
GalR3 antagonist,0,-1,-9,-8,.
FID counter,3,-20,-6,-1,-1
MEKK2 mut-MEK5,13,10,5,10,7
NS3 helicase inh,-7,6,-16,-15,4

#11 Cc1c(C(=O)OCC(=O)NCc2ccc3c(c2)OCO3)cccc1[N+](=O)[O-]
#12 COc1ccc(C=O)cc1Cn1cnc2c(cnn2C)c1=O
#13 Fc1ccc(-c2nc3c(-c4ccc(Cl)cc4)cnn3cc2CCN2CCOCC2)cc1
#14 O=C(O)Cn1c(=O)c(-c2ccccc2)nc2ccccc21
#15 CCOC(=O)N1CCC(NC(=O)c2cnn3cccnc23)CC1
assay / entry,11,12,13,14,15
CRFBP-R2 agonist,0.1,-0.9,-0.2,0.8,-1.0
UBC9 SUMO inh,-12,12,10,2,4
MEKK3 PB1 HTS,95,103,104,95,103
MEKK2wt PB1 HTS,92,104,102,102,106
CRFBP-R2 block,0,5,1,6,-2
GalR3 antagonist,-5,-6,-6,-4,0
FID counter,1,-3,0,3,-7
MEKK2 mut-MEK5,-2,4,0,-1,3
NS3 helicase inh,-1,-12,-7,5,-1

From entry 1 to 14, copied from above:
#1 O=C(O)c1ccccc1/C=N/n1c(C2CCCCC2)n[nH]c1=S
#2 CC(=O)c1cccc(NC(=S)NNC(=O)c2ccc(C)c([N+](=O)[O-])c2)c1
#3 O=c1c2ccccc2c(C=Nc2ccc(O)cc2)c(O)n1-c1nccs1
#4 O=C(NCc1ccncc1)C1CCN(C(=O)c2cccc(Cl)c2)CC1
#5 Cc1cccc(CS(=O)(=O)Cc2ccc(C(=O)NCc3ccccc3)o2)c1
#6 Cc1ccnc(SCc2cc(=O)c(OC(=O)c3ccc(Br)o3)co2)n1
#7 CCOc1cccc(C(=O)Nc2cccc(-c3nc4ncccc4o3)c2C)c1
assay / entry,1,2,3,4,5,6,7
CRFBP-R2 agonist,1.0,-4.2,0.0,0.0,0.5,-1.0,1.3
UBC9 SUMO inh,17,-54,14,4,13,11,0
MEKK3 PB1 HTS,101,99,106,104,101,97,111
MEKK2wt PB1 HTS,104,96,102,102,102,104,118
CRFBP-R2 block,-2,9,-1,9,1,7,1
GalR3 antagonist,-9,-3,.,-4,2,0,-1
FID counter,-2,-9,-21,-3,-29,3,-20
MEKK2 mut-MEK5,3,-1,-1,4,2,13,10
NS3 helicase inh,-1,4,-7,5,-5,-7,6

#8 CC1C(=O)C(C)C(c2cc(Cl)ccc2O)NC1c1cc(Cl)ccc1O (stereo not drawn)
#9 COCc1cc(CN2CCN(CCc3ccccc3)C(CCO)C2)ccc1OC (stereo not drawn)
#10 COc1cc(OC)cc(C(=O)Nc2ccc(-c3nc4ccccc4o3)c(O)c2)c1
#11 Cc1c(C(=O)OCC(=O)NCc2ccc3c(c2)OCO3)cccc1[N+](=O)[O-]
#12 COc1ccc(C=O)cc1Cn1cnc2c(cnn2C)c1=O
#13 Fc1ccc(-c2nc3c(-c4ccc(Cl)cc4)cnn3cc2CCN2CCOCC2)cc1
#14 O=C(O)Cn1c(=O)c(-c2ccccc2)nc2ccccc21
assay / entry,8,9,10,11,12,13,14
CRFBP-R2 agonist,2.9,0.9,1.8,0.1,-0.9,-0.2,0.8
UBC9 SUMO inh,-7,7,38,-12,12,10,2
MEKK3 PB1 HTS,102,101,107,95,103,104,95
MEKK2wt PB1 HTS,94,105,100,92,104,102,102
CRFBP-R2 block,-24,-8,-24,0,5,1,6
GalR3 antagonist,-9,-8,.,-5,-6,-6,-4
FID counter,-6,-1,-1,1,-3,0,3
MEKK2 mut-MEK5,5,10,7,-2,4,0,-1
NS3 helicase inh,-16,-15,4,-1,-12,-7,5

Going on with the list.
#16 COc1ccc(NC(=O)C(CC(=O)O)Cc2ccccc2)cc1 (stereo not drawn)
#17 COc1ccc2c(Cl)c(C(=O)NCCCn3ccnc3)sc2c1Cl
#18 CCN(CC)S(=O)(=O)c1ccc2c(c1)nc(CCC(=O)O)n2CC
#19 O=C(Nc1ccccc1)c1ccc(-c2ccc(F)cc2)s1
#20 CC(Sc1sc(=S)sc1SC(C)C(=O)O)C(=O)O (stereo not drawn)
assay / entry,16,17,18,19,20
CRFBP-R2 agonist,-0.1,1.3,-0.1,-1.1,-2.4
UBC9 SUMO inh,-13,-15,-12,9,13
MEKK3 PB1 HTS,102,103,100,98,106
MEKK2wt PB1 HTS,99,104,99,102,102
CRFBP-R2 block,-4,-4,5,5,15
GalR3 antagonist,2,-3,-3,-7,0
FID counter,-4,10,-13,0,1
MEKK2 mut-MEK5,1,7,0,2,5
NS3 helicase inh,7,-22,0,-3,2

#21 CC1(C)CC(=O)C(Sc2ccc(Br)cc2)=C(O)C1
#22 O=C1CC(N2CCN(S(=O)(=O)c3ccccc3)CC2)C(=O)N1c1ccccc1 (stereo not drawn)
#23 O=C(C1=C[C@@H](c2ccccc2)C[C@@H](OCc2ccc(CO)cc2)O1)N1CCCCCCC1
#24 O=C(NCc1cccc(Cl)c1)C1CCC(=O)N(C2CC2)C1 (stereo not drawn)
#25 Cc1cc(N2CCOCC2)nc2ccc(NC(=O)CCC(=O)N3CCN(c4ccccc4)CC3)cc12
assay / entry,21,22,23,24,25
CRFBP-R2 agonist,0.3,-2.4,-1.8,-1.1,-1.0
UBC9 SUMO inh,20,8,2,0,12
MEKK3 PB1 HTS,73*[inhibitor],106,99,102,106
MEKK2wt PB1 HTS,84,107,90,98,108
CRFBP-R2 block,9,-3,4,6,10
GalR3 antagonist,6,1,-6,-7,-5
FID counter,4,-8,-36,-1,-4
MEKK2 mut-MEK5,-4,2,-7,-1,5
NS3 helicase inh,6,5,-9,-5,-15

#26 CC(C)CCNC(=O)C1CCCN(S(=O)(=O)c2ccc3c(c2)CC(C)N3C(=O)C2CC2)C1 (stereo not drawn)
#27 COc1ccc(N2CC(=O)N(c3ccccc3)C2=S)cc1
#28 COC(=O)c1sccc1NC(=O)c1ccc2c(c1)OCO2
#29 CCOc1ccc(-c2cc(N3C(=O)Nc4ccccc4N3O)n[nH]2)cc1
#30 O=C(NC(=S)N(CCc1ccccc1)CCc1ccccc1)c1ccco1
assay / entry,26,27,28,29,30
CRFBP-R2 agonist,-2.6,-0.7,-0.7,-1.2,0.0
UBC9 SUMO inh,12,5,-10,-4,12
MEKK3 PB1 HTS,102,100,105,90,97
MEKK2wt PB1 HTS,103,106,106,97,99
CRFBP-R2 block,6,7,-8,6,9
GalR3 antagonist,4,-2,-7,-7,0
FID counter,-56,-7,-4,-11,-13
MEKK2 mut-MEK5,4,9,5,-2,6
NS3 helicase inh,9,9,3,-22,-14

#31 CCOC(=O)c1c(C)c(C(=O)NCCCOC(C)C)c(C)n1C
#32 CCOC(=O)CCc1nc2ccccc2[nH]c1=O
#33 CCCOc1ccc(C2NC(=O)NC2=O)cc1 (stereo not drawn)
#34 Nc1nc(CSc2ncccn2)nc(Nc2ccccc2)n1
#35 Cc1ccc(-c2csc(NC(=O)CSc3nc4ccccc4o3)n2)cc1
assay / entry,31,32,33,34,35
CRFBP-R2 agonist,0.1,0.2,0.3,0.3,4.1
UBC9 SUMO inh,-8,15,-4,12,4
MEKK3 PB1 HTS,93,97,123*,104,96
MEKK2wt PB1 HTS,94,94,120,101,99
CRFBP-R2 block,5,-4,6,-2,-77
GalR3 antagonist,-4,3,11,1,-2
FID counter,-15,0,-3,-5,0
MEKK2 mut-MEK5,1,-4,8,2,-2
NS3 helicase inh,-4,-5,2,-2,10

#36 Cc1onc(-c2ccccc2Cl)c1C(=O)OCC(=O)N1CCCc2ccccc21
#37 NC(=O)c1cccc2c1-c1ccccc1/C2=N/NC(N)=S
#38 Cc1ccc(OC(C)C(=O)N=Nc2c(O)[nH]c3ccc([N+](=O)[O-])cc23)cc1 (stereo not drawn)
#39 CC/C(=N\NC(=O)c1cc(C)nc2ccccc12)c1ccc(C)s1
#40 CCOc1ccccc1NC(=O)C(NC(=O)C1CCC(C)CC1)C(C)C (stereo not drawn)
assay / entry,36,37,38,39,40
CRFBP-R2 agonist,-0.4,1.1,-0.2,-0.5,2.1
UBC9 SUMO inh,10,3,7,4,14
MEKK3 PB1 HTS,101,100,105,108,105
MEKK2wt PB1 HTS,93,101,100,107,101
CRFBP-R2 block,-19,-5,4,9,-8
GalR3 antagonist,11,-8,-4,1,-2
FID counter,-31,1,3,-8,-7
MEKK2 mut-MEK5,0,4,0,-1,-4
NS3 helicase inh,-5,4,3,-7,0

#41 COc1cccc(Nc2nc(-c3ccccc3)nc3ccccc23)c1
#42 Cc1c(Cl)c([N+](=O)[O-])nn1CCCC(=O)Nc1c(C)n(C)n(-c2ccccc2)c1=O
#43 O=C(O)c1ccc2c(c1)CC(c1ccccc1)OC2=O (stereo not drawn)
#44 CN(C)C(=O)c1ccc2c3c(cccc13)CC2
#45 COc1ccc(/C=C2\SC(=N)N(c3nccs3)C2=O)cc1OC
assay / entry,41,42,43,44,45
CRFBP-R2 agonist,4.6,1.4,-1.2,-2.8,-0.4
UBC9 SUMO inh,12,9,.,-4,-32
MEKK3 PB1 HTS,106,105,109,106,102
MEKK2wt PB1 HTS,127,102,101,98,100
CRFBP-R2 block,-26,7,-6,2,-7
GalR3 antagonist,-8,0,-6,-4,5
FID counter,1,-10,0,-10,-22
MEKK2 mut-MEK5,19,3,5,-4,0
NS3 helicase inh,-21,1,-6,-8,20

Screening data as filed in PubChem.
